# E-selectin induc: E-selectin induction in HUVECs, primary screen, imaging, HUVEC, immunofluorescence imaging, single point; 0.37% of 260,000 active; activation, % at 7.58 µM; AID 686992, 2013; normalized: neutral wells 0, TNF-alpha wells 100; P16581;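 active = mean E-selectin-positive cell signal at least 10% of the positive control, reached in at least 60% of replicates, without over 20% cell loss; inconclusive = no rule given, readout overlaps actives, possibly toxicity-flagged; inactive = the rest, including those meeting only one limit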;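 note: in these data hits start at about 27%; measured in HUVEC primary endothelial cells; signal is the percent of cells scored E-selectin positive by PE staining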
#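 Read-out basis: % PE-positive cells; Test system: HUVEC primary endothelial cells; Technique: immunofluorescence imaging; Dosing: single-point compound dose.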
# ARNT TACC3 PPI: disruptors of ARNT/TACC3 protein interaction, primary screen, biochemical, AlphaScreen, single concentration | Transforming acidic coiled-coil-containing protein 3 (Homo sapiens), Q9Y6A5 | AlphaScreen His-ARNT PAS-B/GST-TACC3 binding, luminescence; TACC3 fragment carries E629A point mutation | inhibition, % at 9.99 µM | 0.66% of 390,000 active;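 active = mean inhibition of replicates at least 50% and at least half of replicates each reaching 50%; inconclusive = half or more replicates reach 50% but mean below 50%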;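 note: 0% = complete ARNT plus TACC3 wells and 100% = ARNT alone without TACC3; many hits fall short of the cut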
# esBAF inh: Bmi1 luciferase reporter increase in mESCs, primary screen, esBAF inhibitor project, mouse ES cells, Bmi1 luciferase knock-in, single point. AID 602393, 2012. 2% of 350,000 active. reporter increase, % at 12.5 µM. 24 h; 100% = twice the neutral-well signal; in the data active = activation above about 40%; inconclusive = no clear call, values can overlap the other calls;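 note: 0% = median of the plate's neutral control wells and 100% = double that signal; a rise in the Bmi1 reporter signal indicates esBAF inhibition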
# Casp6 inh: human caspase-6 inhibitors, primary screen, biochemical, VEID-R110 fluorescence, single point, set 2; purified caspase-6, Z-VEID-R110 cleavage fluorescence; inhibition, % at 12.5 µM; 0.53% of 350,000 active; AID 686996, 2013;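 active = mean inhibition across replicates at least about 35%, with every replicate also reaching that limit, limit read from the data; inconclusive = only one of the two criteria met; inactive = neither criterion met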;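 note: 0% = median of neutral control wells and 100% = no fluorescence left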
# RAD54 branch: inhibitors of human RAD54 branch migration, primary screen, biochemical, fluorescence, single point; DNA repair and recombination protein RAD54-like (Homo sapiens), Q92698; RAD54 Holliday junction branch migration, FAM/BHQ fluorescence; inhibition, % at 10.4 µM; 0.14% of 360,000 active; AID 602329, 2012;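 active = mean normalized replicate activity at least 40 and at least half of replicates scoring 40 or more; inconclusive = only one of the two criteria met; inactive = mean below 40 and under half of replicates reaching 40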;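 note: 0% = median of neutral control wells and 100% = median of positive control wells; inhibitors cause a drop in the FAM fluorescence signal; in these data hits start at about 50%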
# ERp5 block: inhibitors of ERp5-driven insulin aggregation, primary screen, biochemical, turbidity, absorbance 650 nm, single point; 90 min; inhibition, % at 9.99 µM; 0.05% of 350,000 active;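 active = mean replicate inhibition above about 25%, with every replicate also reaching it, limit read from the data, passing the limit was not always enough; inconclusive = only one of those two criteria met; inactive = neither criterion met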
# Target sequence (Q15084 whole entry, looked up): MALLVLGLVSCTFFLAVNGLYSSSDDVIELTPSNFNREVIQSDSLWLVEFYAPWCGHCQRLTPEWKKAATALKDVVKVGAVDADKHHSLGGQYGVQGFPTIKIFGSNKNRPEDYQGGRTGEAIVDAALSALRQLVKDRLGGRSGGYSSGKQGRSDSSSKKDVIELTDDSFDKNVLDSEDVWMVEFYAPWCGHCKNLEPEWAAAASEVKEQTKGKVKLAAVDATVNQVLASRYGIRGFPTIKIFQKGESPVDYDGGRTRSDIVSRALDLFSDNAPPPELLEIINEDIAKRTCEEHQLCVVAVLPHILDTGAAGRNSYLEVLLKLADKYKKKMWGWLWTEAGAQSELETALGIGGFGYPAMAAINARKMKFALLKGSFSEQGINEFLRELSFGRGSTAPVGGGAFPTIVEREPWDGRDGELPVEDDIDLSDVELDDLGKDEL
# RAD52 inh: RAD52 DNA annealing inhibitors, primary screen, biochemical, FRET, single point, set 2; AID 651710, 2012; 0.46% of 360,000 active; DNA repair protein RAD52 homolog (Homo sapiens), P43351; inhibition, % at 18.7 µM; recombinant RAD52 DNA annealing, FRET fluorescence;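 active = every replicate showing at least 50% inhibition; inconclusive = mean inhibition at least 50% but not in every replicate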
# Target sequence (P43351 whole entry, looked up): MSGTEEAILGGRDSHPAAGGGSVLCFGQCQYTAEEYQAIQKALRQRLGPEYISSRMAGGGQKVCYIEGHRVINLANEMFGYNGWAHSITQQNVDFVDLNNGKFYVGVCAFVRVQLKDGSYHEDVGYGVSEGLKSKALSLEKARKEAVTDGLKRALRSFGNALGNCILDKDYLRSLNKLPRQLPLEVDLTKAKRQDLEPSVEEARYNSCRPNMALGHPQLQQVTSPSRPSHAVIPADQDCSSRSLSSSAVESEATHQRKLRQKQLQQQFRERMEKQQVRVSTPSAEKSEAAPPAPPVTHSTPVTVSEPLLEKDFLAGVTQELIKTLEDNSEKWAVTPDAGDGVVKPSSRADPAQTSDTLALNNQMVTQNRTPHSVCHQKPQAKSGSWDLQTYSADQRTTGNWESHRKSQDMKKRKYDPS
# PglD DTNB: C. jejuni PglD acetyltransferase inhibitors, primary screen, biochemical, DTNB colorimetric, single point. UDP-N-acetylbacillosamine N-acetyltransferase PglD (Campylobacter jejuni). purified PglD enzyme, DTNB colorimetric CoA detection. inhibition, % at 12.5 µM. 0.098% of 360,000 active; in the data active = inhibition above about 16%, passing the limit was not always enough; inconclusive = no clear call, values can overlap the other calls; note: strong numbers were not always called active
# Starred values were filed as active, the others as inactive; u = inconclusive; x = no result given; & = joins results of further samples; ! = repeats disagree.
# The first 3 records (preview)
SMILES,E-selectin induc,ARNT TACC3 PPI,esBAF inh,Casp6 inh,RAD54 branch,ERp5 block,RAD52 inh,PglD DTNB
CC1(OC(=O)CCc2ccccc2)C(=O)C=C2C=C(c3ccc(C#N)cc3)N(CC3CC3)C=C2C1=O (centres undefined),0.9,0,3,9,5,4,-23,-2
COc1ccccc1NC(=O)CSc1nnc(COc2ccc(Cl)cc2)n1Cc1ccco1,x,-8,-9,x,-8,x,x,-2
CCCOC(=O)c1c(NC(=O)C2C3C=CC(C3)C2C(=O)O)sc2c1CCC(C)C2 (centres undefined),x,-13,x,34,x,4,-31,x

# Results (from the top)
SMILES,E-selectin induc,ARNT TACC3 PPI,esBAF inh,Casp6 inh,RAD54 branch,ERp5 block,RAD52 inh,PglD DTNB
CC1(OC(=O)CCc2ccccc2)C(=O)C=C2C=C(c3ccc(C#N)cc3)N(CC3CC3)C=C2C1=O (centres undefined),0.9,0,3,9,5,4,-23,-2
COc1ccccc1NC(=O)CSc1nnc(COc2ccc(Cl)cc2)n1Cc1ccco1,x,-8,-9,x,-8,x,x,-2
CCCOC(=O)c1c(NC(=O)C2C3C=CC(C3)C2C(=O)O)sc2c1CCC(C)C2 (centres undefined),x,-13,x,34,x,4,-31,x
COc1cccc(S(=O)(=O)N2CCCCN3[C@@H](CO)[C@@H](c4ccc(-c5ccccc5)cc4)[C@@H]3C2)c1,-0.5,15,x,1,4,-4,-34,0
CCOCCCNC(=O)c1c(N)n(-c2ccc(S(N)(=O)=O)cc2)c2nc3ccccc3nc12,x,-5,-8,x,-1,x,x,-7
COCC(=O)N1C[C@@H]2[C@H](c3ccccc31)[C@@H](CO)N2C(=O)Nc1ccccc1F,-0.3,3,-3,-1,6,1,-19,-1
O=C(Oc1ccc2ccc(OC(=O)N3CCCCCC3)cc2c1)N1CCCCCC1,x,7,x,-2,x,1,-7,x
O=C(NCc1ccccc1)C1CCCN(S(=O)(=O)c2ccc(-n3cnnn3)cc2)C1 (centres undefined),31*,7,-7,0,0,3,-10,5
CCCC#Cc1ccc2c(c1)O[C@H](CN(C)C(=O)Nc1ccc(OC)cc1)[C@@H](C)CN([C@H](C)CO)S2(=O)=O,x,4,5,-2,-2,0,5,-2
COc1ccc2c3c([nH]c2c1)[C@H](CO)N(Cc1ccccc1OC)CC31CN(S(=O)(=O)c2ccccc2)C1,-0.4,x,x,-1,x,-4,-19,x
CN(Cc1nc(CCc2ccccc2)no1)Cc1cccs1,2.8,-10,18,3,1,1,-13,2
C[C@H]1CN([C@@H](C)CO)C(=O)c2cccc(NC(=O)C3CCCCC3)c2O[C@H]1CN(C)Cc1ccc(Oc2ccccc2)cc1,0.2,8,-3,1,8,0,24,1
Nc1nc(COc2ccc(Cl)cc2)cs1,x,-3,28,0,x,-3,-6,x
COCCCN(C(=O)C(C)Oc1ccc(Br)cc1)c1c(N)n(Cc2ccccc2)c(=O)[nH]c1=O (centres undefined),x,0,1,0,-1,-3,-18,2
COc1ccc(NC(=O)Nc2ccc3c(c2)C(=O)N([C@H](C)CO)C[C@H](C)[C@@H](CN(C)Cc2ccncc2)OCCCC[C@H](C)O3)cc1,-0.4,6,0,1,6,3,8,-3
CCCOc1ccc(-c2c(C(=O)N/N=C(\C)c3ccco3)nnn2-c2nonc2N)cc1,x,-6,-12,2,1,x,-1,1
C[C@@H]1CN([C@@H](C)CO)C(=O)c2cc(NC(=O)Cc3ccccc3)ccc2O[C@@H](C)CCCCO[C@@H]1CN(C)S(=O)(=O)c1cccs1,-0.2,0,1,x,9,x,x,0
O=C(NCC1CC1)NC(=O)c1c(F)cccc1Cl,0.0,-3,-4,-1,5,0,-5,2
CCOc1ccc(-c2nnc(SCC(=O)N3CCOCC3)o2)cc1,x,-6,22,x,4,x,x,-1
COc1ccc(OC)c(/C=C/C(=O)OCC(=O)Nc2ccc(Cl)c(S(=O)(=O)N(C)C)c2)c1,0.3,-1,x,-1,-18,9,-37,-2
Cc1cnc(C(=O)OC(C)C(=O)c2c(C)[nH]c3ccccc23)cn1 (centres undefined),-2.2,1,-8,5,-6,1,-8,-2
O=C(O)CSc1nc2ccc(Br)cc2[nH]1,0.0,-12,-2,-1,x,4,-19,x
CSc1cccc(NC(=O)N2CCN(C)CC2)c1,0.3,-8,-1,-1,7,5,6,3
CCOc1ccc(S(=O)(=O)Nc2cccc(C(=O)NCCCN3CCCC3=O)c2)cc1,x,1,3,-3,4,-1,-19,-9
CCN(CC(=O)Nc1ccccc1C(F)(F)F)C(=O)CCSc1ccc(F)cc1,0.3,-3,3,0,11,7,6,1

# (cont.)
SMILES,E-selectin induc,ARNT TACC3 PPI,esBAF inh,Casp6 inh,RAD54 branch,ERp5 block,RAD52 inh,PglD DTNB
COc1ccc(Br)cc1CNC(=O)C1CCC(=O)N1C(C)C (centres undefined),3.3,-2,-5,-4,7,4,7,-2
COc1ccc(-c2cc(C(F)(F)F)nc(NCc3ccco3)n2)cc1OC,x,-1,-12,x,-5,x,x,-3
C/C(=N\NC(=O)C1CC1)c1ccc(C)c(C)c1,x,-9,2,-2,-5,0,-12,0
CC(C)CC#Cc1cnc2c(c1)C(=O)N([C@@H](C)CO)C[C@H](C)[C@H](CN(C)Cc1cncnc1)O2,-0.2,-5,1,5,-16,-3,0,-2
COc1cc2ncc(S(=O)(=O)c3ccccc3)c(N3CCCC(C)C3)c2cc1OC (centres undefined),0.1,x,-5,0,6,-9,-22,-2
CCN(CC)C(=O)C(=O)c1cn(CC(=O)NCC2CCCO2)c2ccccc12 (centres undefined),x,10,x,-1,x,0,-12,x
CC1(C)CC2CC(C)(CN2C(=S)NC(=O)c2ccccc2Cl)C1 (centres undefined),x,x,3,0,-3,2,-12,8
CNC(=O)C[C@@H]1CC[C@H]2[C@@H](COC[C@@H](O)CN2C(=O)Nc2ccc(Cl)c(Cl)c2)O1,0.4,0,4,-1,2,-4,6,-2
CC(C)CC#Cc1ccc2c(c1)O[C@H](CN(C)C(=O)NC1CCCC1)[C@@H](C)CN([C@H](C)CO)S2(=O)=O,-0.3,-4,8,-1,1,16,18,2
C[C@H](CO)N1C[C@H](C)[C@@H](CN(C)S(=O)(=O)c2ccccc2)Oc2ccc(NC(=O)Nc3ccc(C(F)(F)F)cc3)cc2C1=O,431*!,4,1,-2&0,-2,-1&1,7&-23,4
COc1cc(CN2CCN(Cc3ccc(C)cc3)CC2)c([N+](=O)[O-])cc1OC,1.7,x,-3,1,2,1,-2,-8
COCCCN1C(=O)c2ccc(C(=O)OCC(=O)N3CCN(c4ccccc4)CC3)cc2C1=O,x,13,-6,-2,x,2,-10,x
O=C(C[C@H]1C=C[C@H](NC(=O)Nc2cccc(F)c2)[C@H](CO)O1)NCC1CCCCC1,-0.2,5,2,1,-1,3,-19,-3
CCCC(=O)N1CCCC(c2cc(C(=O)Nc3ccc4c(c3)OCO4)no2)C1 (centres undefined),0.0,x,u,-2,0,6,-13,1
O=C(NC1CCCCC1)N1CCCCCC1,x,-1,-4,-3,-14,-4,-6,-1
CCCOc1ccc(N2C(=O)CC(N3CCN(CCN=CC4C(=O)CC(C)(C)CC4=O)CC3)C2=O)cc1 (centres undefined),-1.9,-3,x,-4,x,6,7,x
CCNc1ccc(C(=O)OCC(=O)N2c3ccccc3NC(=O)C2(C)C)cc1[N+](=O)[O-],x,-4,x,-6,x,2,-20,x
CC(C)NC(=O)N(C)C[C@H]1OCCCC[C@H](C)Oc2ccc(NC(=O)c3ccccc3)cc2C(=O)N([C@@H](C)CO)C[C@@H]1C,1.4,-8,x,0,7,-1,-4,4
CS(=O)(=O)N(CC(=O)N/N=C/c1cccs1)c1cccc(Cl)c1Cl,x,-3,0,x,0,x,x,0
Cc1ccnc(N/C=C(/NC(=O)c2ccccc2)C(=O)N/N=C\c2ccc(Cl)cc2)n1,6.3,6,0,-1,2,0,-10,4
Cc1noc(C)c1NC(=O)Nc1ccc2c(c1)C(=O)N([C@H](C)CO)C[C@@H](C)[C@H](CN(C)Cc1ccc(C(F)(F)F)cc1)OCCCC[C@@H](C)O2,0.0,9,-3,21,-1,5,-9,6
Cc1noc(C)c1S(=O)(=O)N(C)C[C@H]1OCCCC[C@@H](C)Oc2ccc(NC(=O)CCCN(C)C)cc2C(=O)N([C@H](C)CO)C[C@@H]1C,1.9&-0.1,2,3&-1,-5&2,-4&6,-4&-1,-7&4,-3&0
CCCN(C)C[C@@H]1Oc2cc(/C=C/c3ccccc3)ccc2S(=O)(=O)N([C@H](C)CO)C[C@@H]1C,0.6,10,0,-3,-8,-9,-12,-1
CCSc1c(-c2ccccc2)nc2c(C)cccc2c1C(=O)O,x,-12,-5,x,-1,x,x,-10
COc1ccc(NC(=O)Nc2ccc3c(c2)C(=O)N([C@H](C)CO)C[C@H](C)[C@H](CN(C)Cc2ccc(C(=O)Nc4ccccc4N)cc2)O3)cc1,0.9,x,x,1,x,4,-27,x

# More results follow:
SMILES,E-selectin induc,ARNT TACC3 PPI,esBAF inh,Casp6 inh,RAD54 branch,ERp5 block,RAD52 inh,PglD DTNB
Cc1ccc(S(=O)(=O)N(C)C[C@H]2Oc3ccc(NC(=O)CCN4CCOCC4)cc3CC(=O)N([C@@H](C)CO)C[C@@H]2C)cc1,-0.1,2,6,0,-12,-3,10,16
CCOc1ccc(-n2c(SCC(N)=O)nc3sc4c(c3c2=O)CCN(C)C4)cc1,-0.4,3,-3,0,36,-6,12,0
CC(C)[C@H](NC(=O)OC(C)(C)C)c1cc(C(=O)NC2CC2)c(N)s1,-0.2,x,x,-1,x,5,-6,x
Cn1cccc1Cc1nnc(SCC(=O)NC2CCCC2)n1-c1ccc(F)cc1,1.2,x,-45,1,-3,0,-104,-1
O=C(Nc1ccccc1F)N[C@@H]1CC[C@H](CCNC(=O)C2CCCC2)O[C@H]1CO,-0.1,0,6,0,5,7,-3,3
O=C(NCc1ccc(F)cc1)[C@H]1[C@H](CO)[C@H]2Cn3c(cccc3=O)[C@@H]1N2C(=O)Cc1ccccn1,-0.2,-8,-2,12,-6,1,-9,0
Cn1c(CNC(=O)C(Cc2ccccc2)NC(=O)c2ccccc2)cc(=O)n(C)c1=O (centres undefined),x,3,12,-2,-1,-3,-8,0
Cc1oc(S(=O)(=O)N2CCOCC2)cc1C(=O)Nc1ccc(F)cc1,-0.2,1,5,0,x,5,-8,x
CC(C)(C)c1ccc(C(=O)N2CCCN(c3ccc([N+](=O)[O-])cn3)CC2)cc1,6.5,-2,5,0,2,2,4,-4
COc1ccc(S(=O)(=O)N(C)C)cc1NC(=O)C1CCN(c2ncnc3sc(C)c(C)c23)CC1,5.9,0,7,-139,-2,6,-21,0
CC(C)CC(=O)NC(=S)Nc1nc(-c2cccc3ccccc23)cs1,x,1,-7,x,-11,x,x,2
CCN1CCCC1CNC(=O)CCNC(=O)c1cc(OC)c(OC)c(OC)c1 (centres undefined),x,8,-4,x,4,x,x,-1
COc1cc(/C=N/n2cnnc2)ccc1OCC(=O)N1CCOCC1,-1.6,5,x,2,x,-4,-11,x
Cc1nn2c(NCCN(C)C)c3c(nc2c1-c1ccccc1)CCCC3,-0.6,11,x,-4,14,2,-10,-4
